PPC-1+TRAIL kill: kills PPC-1 cancer cells in the presence of TRAIL; AID 1443; 220,000 compounds, 0.41% hits; cell killing (% activity), % at 4 µM; PPC-1 cells + TRAIL, ATPLite viability luminescence;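 active = cell killing above 50% in the first pass at 4 µM, then a duplicate retest at 5 µM averaging 50% or more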;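 note: plate controls were cells with TRAIL plus DMSO for no effect and medium-only wells lacking cells for full effect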
BaF3 tox: reduces parental Ba/F3 cell viability, JAK2V617F counter-screen | 220,000 compounds, 1.1% hits | inhibition, % at 5.6 µM | CellTiter-Glo ATP luminescence;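 active = inhibition above a per-campaign cutoff, the mean inhibition of all tested compounds plus 3 SD, cut at about 27% in these data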;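 note: 0% = DMSO wells and 100% = JAK Inhibitor I control wells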
TRPML3 ag: agonists of human TRPML3 channel. Q8TDD5. HEK293 TRPML3-YFP, Fluo-8 calcium fluorescence; 100% = the carbachol control signal. activation, % at 3 µM. 220,000 compounds, 0.29% hits. AID 1448;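 active = activation above its plate's cutoff, the mean activation of the plate's test wells plus 3 SD, cut at about 12% in these data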;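 note: 0% = DMSO only wells and 100% = carbachol wells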
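Material: HEK293 cells stably carrying human TRPML3-YFP; compound dosing: single dose, 3 µM final nominal compound, 0.3% DMSO final; incubation: 1-h 37 °C dye load, 5-s basal, 120-s post-compound reads; technique: Fluo-8 intracellular calcium fluorescence, excitation 470-495 nm, emission 515-575 nm; read-out basis: percent activation from peak-to-basal fluorescence ratio, scaled between DMSO and carbachol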
Wee1 stabilizer: blocks degradation of human Wee1 kinase | HeLa Luc-Wee1K328M stability, luciferase luminescence; 100% = proteasome inhibitor MG132 effect | reporter increase, % at 5 µM | 220,000 compounds, 1.2% hits | AID 1321;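 active = activation above the mean of all tested compounds plus 3 SD, set per screening run, cut at about 8.8% in these data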;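 note: cells exposed to compound for 20 h before luminescence read; 0% = DMSO alone and 100% = MG132 at 30 µM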
Target sequence (P30291 whole entry K328M): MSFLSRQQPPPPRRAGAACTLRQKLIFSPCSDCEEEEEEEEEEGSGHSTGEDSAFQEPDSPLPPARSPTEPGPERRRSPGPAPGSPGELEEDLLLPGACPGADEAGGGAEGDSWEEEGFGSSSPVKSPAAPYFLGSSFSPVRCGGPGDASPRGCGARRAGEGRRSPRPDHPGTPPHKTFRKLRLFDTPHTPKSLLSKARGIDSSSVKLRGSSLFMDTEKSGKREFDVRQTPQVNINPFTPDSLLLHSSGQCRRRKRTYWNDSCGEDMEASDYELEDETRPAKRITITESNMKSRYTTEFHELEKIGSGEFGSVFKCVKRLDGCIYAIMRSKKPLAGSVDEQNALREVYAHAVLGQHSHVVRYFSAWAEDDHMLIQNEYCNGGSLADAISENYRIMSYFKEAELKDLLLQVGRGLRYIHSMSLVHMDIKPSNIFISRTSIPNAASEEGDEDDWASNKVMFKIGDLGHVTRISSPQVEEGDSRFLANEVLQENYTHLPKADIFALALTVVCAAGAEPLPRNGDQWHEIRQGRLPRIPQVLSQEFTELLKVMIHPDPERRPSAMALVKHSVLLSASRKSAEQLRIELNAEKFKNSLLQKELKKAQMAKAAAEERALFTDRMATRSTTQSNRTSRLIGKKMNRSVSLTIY
Ba/F3 V617F tox: reduce viability of Ba/F3 cells dependent on JAK2V617F. Ba/F3 EpoR-JAK2V617F viability, ATP luminescence. inhibition, % at 5.6 µM. 220,000 compounds, 1.1% hits;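 active = inhibition above the campaign mean plus 3 SD over all tested compounds, cut at about 24% in these data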;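 note: cytokine-independent growth of Ba/F3 cells driven by EpoR plus mutant JAK2; 0% = DMSO-treated cells and 100% = JAK inhibitor I control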
TRPN1 ag: agonists of zebrafish TRPN1 channel. HEK293 zebrafish TRPN1-YFP, Fluo-8 calcium fluorescence; 100% = response to 87 µM carbachol. activation, % at 3 µM. 220,000 compounds, 0.18% hits. AID 1424;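 active = activation above its plate's cutoff, the mean activation of test wells on that plate plus 3 SD, cut at about 19% in these data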;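 note: 0% = DMSO alone and 100% = 87 µM carbachol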
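Material: zebrafish TRPN1-YFP in HEK293 cells. Doses: one dose of 3 µM, 0.3% DMSO. Incubation: dye 1 h 37 °C plus 30 min RT. Measured by: intracellular calcium fluorescence with Fluo-8.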
RBBP9 inhibitor: human RBBP9 hydrolase inhibition; O75884; recombinant RBBP9, FP-Rh probe fluorescence polarization; inhibition, % at 7.94 µM; 220,000 compounds, 0.2% hits;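 active = inhibition above the campaign mean of all tested compounds plus 3 SD, cut at about 14% in these data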;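 note: plate controls were DMSO wells with RBBP9 for no effect and wells lacking RBBP9 protein for full effect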
Target sequence (O75884 whole entry, looked up): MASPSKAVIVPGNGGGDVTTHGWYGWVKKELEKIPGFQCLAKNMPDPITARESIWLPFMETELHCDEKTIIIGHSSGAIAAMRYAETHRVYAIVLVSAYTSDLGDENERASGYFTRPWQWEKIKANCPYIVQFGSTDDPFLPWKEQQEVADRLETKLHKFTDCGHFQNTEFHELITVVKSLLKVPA
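Measured by – fluorescence polarization · Test system – RBBP9 protein · Input – 2.5 µM RBBP9 dispensing solution, before mixing · Measure – percent inhibition from mP, scaled between DMSO and no-protein wells · Benchmarks – DMSO-treated enzyme wells and wells lacking RBBP9 · Times – preincubation 30 min plus labeling 45 min at 25 °C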
CHOP inh: blocks CHOP induction under ER stress. CHO-K1 CHOP-promoter luciferase, tunicamycin-induced, 15-18 h. inhibition, % at 10 µM. 220,000 compounds, 3.8% hits;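 active = compounds that reduced the stress-induced luciferase reporter signal by more than about 70% of percent inhibition, limit read from the data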;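 note: 0% = tunicamycin plus vehicle and 100% = wells without tunicamycin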
TNF death inh: TNF-alpha cell death inhibition in Jurkat FADD-/- cells | activation (protection from cell death), % at 10 µM | 220,000 compounds, 0.068% hits | Jurkat FADD-/- TNF necroptosis rescue, ATP luminescence, 24 h; 0 = TNF only, 100 = no-TNF cells;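 active = activation, meaning protection from cell death, of at least 50% relative to plate controls; inactive = activation below 50%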;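 note: necroptosis triggered by 40 ng/mL TNF-alpha added together with compound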
Starred values were filed as active, the others as inactive; · = no result given; [ ] = dose if it differs, or a comment. Compounds as they come; about 6.8% have a hit in one of these screens.

Screens in order – PPC-1+TRAIL kill	BaF3 tox	TRPML3 ag	Wee1 stabilizer	Ba/F3 V617F tox	TRPN1 ag	RBBP9 inhibitor	CHOP inh	TNF death inh
> O=S(=O)(c1ccc2nnn(O)c2c1)N1CCCCC1
→ -3	5	0.8	0	-2	2.2	-1	7	-0.5
> CCOC(=O)c1c(NC(=O)CSc2nnc(-c3c[nH]c4ccccc34)n2C)sc2c1CCCC2
→ 4	3	0.9	0	-2	-0.2	-6	16	1.4
> C[C@H](NC(=O)OC(C)(C)C)C(=O)N/N=C/c1cccc2nccnc12
→ -2	7	0.5	7	1	1.1	0	1	0.5
> COc1ccc(OC)c(S(=O)(=O)N2CCN(c3c(C)cccc3C)CC2)c1
→ 11	-1	0.3	-2	-4	-0.7	-5	33	2.8
> N#C/C(=C\c1cccc2ccccc12)c1nn(-c2ccccc2)c(N)c1C#N
→ ·	10	0.2	-1	4	2.1	-9	·	-17
> COc1ccc(OCCNc2cc(N3CCOCC3)ccc2[N+](=O)[O-])cc1
→ 16	3	-0.4	-1	0	2.0	-3	-21	-13
> COC(=O)COc1ccc(S(=O)(=O)NCCC2=CCCCC2)cc1
→ -2	4	0.3	-2	-2	1.3	-2	26	-0.4
> Cn1nnnc1SCC(=O)Nc1c(Cl)cccc1Cl
→ 7	1	0.9	0	-3	0.5	-4	8	-2.4
> COCCCNC(=O)CCSc1ccc(Cl)cc1
→ 16	6	0.5	3	2	8.3	-4	12	-0.7
> Cc1cc(=O)[nH]c(SCC(=O)Nc2ccc(C(=O)O)cc2)n1
→ 10	4	-0.4	0	6	0.4	1	-11	-0.7
> CN(c1cccc(NC(=O)CN(c2cccc(Cl)c2)S(=O)(=O)c2ccc(Cl)cc2)c1)S(C)(=O)=O
→ 4	2	-0.4	1	-2	0.2	-10	36	0.9
> COc1ccc(S(=O)(=O)NCC(c2cccnc2)N2CCN(c3ccccc3OC)CC2)cc1C (stereo not given)
→ 7	5	-1.7	8	-3	-1.8	-4	19	-1.7
> COCCN(C(=O)c1ccco1)c1nnc(-c2ccc(F)cc2)s1
→ 2	11	0.5	-2	4	0.3	-7	-18	-0.2
> COc1ccc(OC)c(S(=O)(=O)NCCc2csc(-c3cccnc3)n2)c1
→ -2	-3	1.0	6	-2	-0.5	5	-28	5.6
> CC(C)(C)[C@H]1C=C(C(=O)N2CCOCC2)O[C@@H](OCc2ccc(CO)cc2)C1
→ 5	0	0.4	0	-4	0.4	6	21	1.4
> N#Cc1ccccc1Sc1ccccc1N
→ -7	6	-1.1	-1	-1	-2.3	-10	9	-4.0
> CC(=O)OCC1=C(C(=O)O)N2C(=O)C(NC(=O)c3ccc(COc4ccc(Cl)cc4)o3)C2SC1 (stereo not given)
→ 3	3	0.4	5	-1	0.2	-5	14	-0.5
> COc1cc(C(=O)N/C(=C\c2cn(C)c3ccccc23)C(=O)NCCCO)cc(OC)c1OC
→ 23	-2	0.4	-2	4	0.6	-11	10	0.3
> COCCNc1nc(Cl)c(C#N)s1
→ 6	0	0.4	-2	-2	-0.2	-4	46	-0.1
> COc1ccc(Oc2cccc(Cl)c2CNC(=O)CC(C)(C)CC(=O)O)cc1
→ 3	0	0.4	2	0	-0.2	-9	9	1.1
> COc1ccc(OCc2nnc(SCc3ccc(C(=O)O)cc3)o2)cc1
→ 2	-1	0.7	-3	-2	0.2	-4	2	1.5
> CC(=O)Nc1cccc(C(=O)/C=C/c2ccco2)c1
→ 15	3	0.2	-2	-2	0.5	0	-8	-5.3
> Cc1cccc(OCC(=O)Nc2ccc3c(C)cc(=O)oc3c2)c1
→ 10	2	0.3	-1	-1	2.3	-2	92*	1.4
> O=c1c2ccccc2[nH]c(=S)n1CCCN1CCN(C2CCCCC2)CC1
→ 4	1	0.9	-2	-2	-1.5	-4	23	1.3
> Cc1c(C(=O)Nc2c(F)cccc2F)sc2ncnc(N3CCN(c4ccccc4)CC3)c12
→ -2	9	-0.6	1	4	-2.0	-9	19	-0.7
> C=CCn1c(SCC(=O)NCc2ccc3c(c2)OCO3)nnc1C1COc2ccccc2O1 (stereo not given)
→ 10	6	0.0	0	0	-1.4	-11	36	-6.1
> CS(=O)(=O)Nc1ccccc1C(=O)Nc1ccc2c(c1)OCCO2
→ -10	4	1.2	-1	-1	-0.2	-11	4	-1.4
> O=C(c1cnc2n(c1=O)CCS2)N1CCN(c2ccccc2Cl)CC1
→ 20	-3	0.4	-1	2	1.0	-11	19	-1.1
> CCOc1ccc(NC(=S)NCCCc2ccccc2)cc1
→ -1	3	-0.3	4	-2	2.1	-2	21	-0.9
> CN1C(=O)N(C)C2(c3ccccc3)N(C)C(=O)NC12c1ccccc1 (stereo not given)
→ -7	-1	0.4	-1	0	1.1	-2	-12	-2.4
> CCOC(=O)c1ccc(NC(=S)Nc2ccc3[nH]c(=O)[nH]c3c2)cc1
→ 2	4	-0.4	2	-1	0.6	-1	2	4.1
> CCN(CC)c1ccc(/C=N/Nc2ccccc2)c(O)c1
→ 15	-1	0.7	-3	-6	0.5	7	36	-2.7
> O=C(OCC(=O)N1CCc2ccccc21)C1=COCCO1
→ 18	2	0.5	-3	0	-0.6	-5	-42	1.5
> COc1ccc(OCCCC(=O)NCCc2nc3ccccc3[nH]2)cc1
→ 14	6	1.1	-4	3	-0.3	-2	16	4.9
> CSCC(O)Cn1ncc2ccccc2c1=O (stereo not given)
→ 3	-2	0.6	-1	-1	2.9	-6	1	1.1
> O=C(Nc1ccccc1)C1C2CCC3C(CCC21)C3(Cl)Cl (stereo not given)
→ 5	5	0.5	1	4	0.3	-6	-18	-1.6
> COc1ccc(CCNC(=O)C2CCN(S(=O)(=O)N3CCCCCC3)CC2)cc1OC
→ 5	2	0.6	-1	-3	0.8	-5	30	1.4
> Cc1n[nH]c(=O)nc1NC(C)c1ccccc1 (stereo not given)
→ -9	8	0.5	-1	1	0.3	-1	2	0.4
> Nc1nnnn1CC(=O)N/N=C/c1cc([N+](=O)[O-])ccc1O
→ 19	1	1.2	-2	-3	2.5	-4	37	0.5
> CCOc1ccc2ccccc2c1CNCCN1CCOCC1
→ 6	0	0.3	3	-4	-0.3	5	-20	0.2
> Oc1ccccc1Nc1ccccn1
→ -3	-7	0.7	-2	-2	1.1	-1	-5	1.4
> CCOC(=O)N1CCN(Cc2cn[nH]c2-c2cccc3ccccc23)CC1
→ 2	0	0.0	7	-2	-0.8	-6	-4	0.8
> Cc1cc2ncn(/N=C/c3ccc([N+](=O)[O-])s3)c2cc1C
→ 21	11	0.4	-1	2	-1.3	-1	3	-13
> CCc1ccc(/C=C2\Oc3c(ccc(O)c3CN3CCN(C)CC3)C2=O)cc1
→ 4	3	0.7	7	7	2.5	-3	-12	-1.2
> COc1ccc(CC(=O)Nc2nnc(SCC(=O)NCc3ccco3)s2)cc1OC
→ -4	5	0.3	-4	-2	0.9	-4	6	0.1
> CCCCOC(=O)C1=C(C)Nc2ncnn2C1c1cccc(OC)c1 (stereo not given)
→ 19	4	-0.5	1	0	-0.4	-6	17	-4.0
> CC1=C(C(=O)OCCOc2ccccc2)C(c2coc3ccccc3c2=O)C2=C(CCCC2=O)N1 (stereo not given)
→ 8	10	-0.1	3	2	2.3	-2	43	0.4
> CC1CC=C2C(C#N)=C(N)C(C#N)(C#N)C(c3cccs3)C2C1 (stereo not given)
→ -5	6	0.6	-2	-2	2.1	7	18	-2.4
> COC(=O)C(NC(=O)CNS(=O)(=O)c1ccc(Br)cc1)c1ccccc1 (stereo not given)
→ 6	3	1.5	5	1	-0.7	0	46	1.2
> CCOC(=O)c1cc2cc(C)ccc2[nH]1
→ 16	2	0.7	1	-4	1.8	-5	39	-5.4
> O=C(CCl)N=c1sccn1Cc1ccccc1Cl
→ 98*[5 µM]	11	0.0	0	99*	-1.4	-7	-45	-33
> CCOc1cc(/C=C2/C(=O)ON=C2C)ccc1OCc1ccccc1F
→ 27	-1	-1.2	0	-2	-2.7	-1	99*	-2.2
> CCOc1ccc(Nc2nc3cc(S(=O)(=O)CC)ccc3o2)cc1
→ 1	2	0.3	-2	-5	-0.2	2	-4	-1.7
> COc1ccc(NC(=O)C2CCN(S(=O)(=O)c3c(C)noc3C)CC2)cc1Cl
→ 12	9	-0.8	2	1	-0.8	-9	58	0.7
> NC(=O)CC[C@H](NC(=O)OCc1ccccc1)C(=O)OCc1ccc(Cl)cc1
→ 17	2	0.0	-1	-2	0.3	13	61	1.6
> CC(C)c1nnc(SCC(=O)N2CCOCC2)n1C
→ 26	2	0.6	-1	-4	-0.2	2	-14	-0.6
> Cc1c(Br)c([N+](=O)[O-])nn1CC(=O)NCC1CCCO1 (stereo not given)
→ 11	2	0.5	-2	1	1.4	-12	18	1.8
> N=C1/C(=C\c2coc3ccccc3c2=O)C(=O)N=C2SC(c3ccncc3)=NN12
→ 10	1	34*	-2	-2	61*	-16	102*	0.7
> O=C1NCCCc2nonc21
→ 6	0	0.3	-3	-6	0.9	-3	9	-2.9
> O=C(CSc1ccc(-c2ccc(Br)cc2)nn1)N1CCOCC1
→ 22	9	1.1	7	6	2.5	-5	-13	-0.5

Later entries:
Screens in order – PPC-1+TRAIL kill	BaF3 tox	TRPML3 ag	Wee1 stabilizer	Ba/F3 V617F tox	TRPN1 ag	RBBP9 inhibitor	CHOP inh	TNF death inh
> COc1cccc(OC)c1C(=O)NC(=S)N1CCN(c2ccc(C(F)(F)F)cc2[N+](=O)[O-])CC1
→ 2	5	0.0	-3	3	0.9	-4	-5	-5.3
> COC(=O)[C@@H](NC(=O)NCc1cccs1)C(C)C
→ -1	2	0.4	-2	-1	0.1	-10	52	3.2
> CCn1cc(/C=N\NC(=O)C2(C)CC2(Cl)Cl)c(C)n1 (stereo not given)
→ 21	3	0.8	1	1	0.2	-9	-4	1.2
> O=C(CN1CCN(Cc2ccc3c(c2)OCO3)CC1)N1CCc2[nH]c3ccc(F)cc3c2C1
→ -2	6	1.5	-2	1	0.9	1	26	-1.1
> Cn1c(=O)[nH]c2cc(Cl)cnc21
→ -20	2	0.5	-3	-3	0.9	-5	-5	-0.1
> COc1ccc(C2=Nn3c(nnc3-c3cc(C)[nH]n3)SC2)cc1
→ 8	-6	0.0	6	-1	0.3	8	-21	-11
> O=S(=O)(NCc1ccccn1)c1ccc(Cl)c(C(F)(F)F)c1
→ 4	1	3.5	-2	0	1.5	-4	-4	0.6
> COc1ccc(C2C(C#N)=C(N)N(c3ccccc3C#N)C3=C2C(=O)CCC3)cc1CN1CCCC1 (stereo not given)
→ 11	1	0.9	2	2	0.8	-4	-12	3.4
